AddAB inh: less growth of phage-infected E. coli with AddAB. E. coli expressing H. pylori AddAB, absorbance growth. inhibition, % at 11.9 µM. 330,000 tested, 0.29% active. AID 435030; in the data active = inhibition above about 12%;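 note: 0% = vehicle wells of infected cells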
Tat export inh: E. coli Tat transport inhibition. E. coli MC4100 TorA-mCherry Tat export, fluorescence. inhibition, % at 10 µM. 340,000 tested, 0.036% active. AID 488895;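 active = mean replicate inhibition at least 50% and at least half of replicates individually reaching 50%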;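 note: exported cargo escapes ClpAP degradation while cytoplasmic cargo is degraded and loses fluorescence; 0% = median of neutral control wells and 100% = median of NaSCN control wells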
phage Ecoli inh: E. coli growth loss with phage present | growth absorbance | 360,000 tested, 0.26% active | inhibition, % at 11.9 µM; in the data active = inhibition above about 11%
OPRM1-OPRD1 inv: inverse agonists of human mu-delta opioid receptor heterodimerization | inhibition, % at 9.3 µM | cell-based MOR-DOR heterodimer luminescence, inverse agonism | P35372+P41143 | 340,000 tested, 0.21% active | AID 504357; in the data active = inhibition above about 22%, passing the limit was not always enough;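 note: 0% = cells with DMSO and 100% = wells without cells with DMSO; values of inactives mirror those of a sister screen read the other way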
Target sequence (P35372 whole entry, looked up): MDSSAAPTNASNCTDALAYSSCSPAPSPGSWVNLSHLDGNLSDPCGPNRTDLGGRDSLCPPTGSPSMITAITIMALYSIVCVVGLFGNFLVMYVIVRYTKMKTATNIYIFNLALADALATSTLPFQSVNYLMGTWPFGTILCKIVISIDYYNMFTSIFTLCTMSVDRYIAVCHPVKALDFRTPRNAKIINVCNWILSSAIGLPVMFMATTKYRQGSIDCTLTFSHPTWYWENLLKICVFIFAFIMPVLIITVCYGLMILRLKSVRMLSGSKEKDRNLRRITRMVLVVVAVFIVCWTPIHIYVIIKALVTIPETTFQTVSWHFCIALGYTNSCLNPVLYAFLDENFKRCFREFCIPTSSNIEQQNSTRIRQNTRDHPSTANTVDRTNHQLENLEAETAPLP
Target sequence (P41143 whole entry, looked up): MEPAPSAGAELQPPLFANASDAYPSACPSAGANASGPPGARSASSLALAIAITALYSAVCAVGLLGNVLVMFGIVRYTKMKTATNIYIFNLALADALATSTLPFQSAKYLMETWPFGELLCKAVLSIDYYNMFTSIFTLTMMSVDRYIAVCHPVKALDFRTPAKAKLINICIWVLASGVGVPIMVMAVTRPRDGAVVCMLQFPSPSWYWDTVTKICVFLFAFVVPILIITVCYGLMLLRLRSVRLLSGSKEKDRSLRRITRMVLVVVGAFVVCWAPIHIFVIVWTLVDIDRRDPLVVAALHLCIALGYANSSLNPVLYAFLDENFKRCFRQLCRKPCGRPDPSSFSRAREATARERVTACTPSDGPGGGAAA
DSG3 Ab inh: blocks pemphigus antibody binding to human desmoglein-3; P32926; DSG3-coupled beads, scFv-anti-DSG3-GFP binding, flow cytometry; stronger effect = lower value; binding (percent of control), % at 10 µM; 310,000 tested, 0.48% active; AID 588358;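 active = binding more than 3 SD below its plate's average and above zero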;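 note: hits lower antibody fragment binding to DSG3; some compounds called inactive have numbers as strong as hits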
OPRM1-OPRD1 ag: OPRM1-OPRD1 heterodimerization agonism; cells, luminescence; P35372+P41143; AID 504326; activation, % at 9.3 µM; 340,000 tested, 0.3% active; in the data active = activation above about 18%;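 note: 0% = vehicle-treated cells and 100% = reference agonist; values of inactives mirror those of a sister screen read the other way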
PKA-R1A activ: PKA-R1A complex activation; P00514+P68181; PKA-R1A dissociation, Cy5-IP20 fluorescence polarization; scaled: DMSO 0%, 113 µM cGMP 100%; activation, % at 11.4 µM; 340,000 tested, 0.083% active; AID 504707;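 active = percent activation above the mean of all tested compounds plus 3 SD, cut at about 19% in these data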;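 note: higher means more PKAc released from R1A so a rise in polarization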
Ecoli viability: bacterial growth inhibition, counter-screen for AddAB inhibitors; E. coli V3065 growth, OD600 absorbance, 18 h; inhibition, % at 11.9 µM; 330,000 tested, 0.27% active; AID 449728;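 active = inhibition above the campaign's mean inhibition across all tested compounds plus 3 SD, cut at about 9.9% in these data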;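 note: uninfected addAB+ strain grown without phage in ampicillin broth; 0% = DMSO wells and 100% = ciprofloxacin 0.95 µg/ml wells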
Arrestin-AP2 inh: inhibitors of human beta-arrestin and AP2 interaction; inhibition, % at 10 µM; FITC-arrestin peptide / GST-AP2 beads, flow cytometry; AP2 beta2 appendage carries R879A mutation; 340,000 tested, 0.31% active; AID 504490;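 active = inhibition above a set limit, near 3 SD of compounds lacking own fluorescence, cut at about 54% in these data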;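 note: plate controls were DMSO wells for no effect and 5 µM unlabelled arrestin peptide for full effect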
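system = GST-tagged AP2 beta2-adaptin appendage (R879A) on 4 µm glutathione beads | reagent = FITC-labelled arrestin peptide probe, 50 nM final | schedule = compound with beads 12 min RT, then probe 1 h RT | signal = HyperCyt-sampled flow cytometry, FL1 channel, ex 488/em 535 nm | read-out = percent response from loss of bead-bound FITC fluorescence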
SUMO Mot1 rescue: SUMOylation pathway inhibition by Mot1-301 growth rescue | growth rescue, % at 18.8 µM | AID 2716 | 320,000 tested, 1% active | S. cerevisiae Mot1-301 growth rescue, ATP luminescence, 38.5C; percent above DMSO median, 100 means doubled;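 active = every valid replicate shows activation above 250% relative to neutral control wells; inactive = the rest, any valid replicate at or below 250%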;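 note: OY570 slx delta 5 strain wells were the positive control but not used for scaling; some compounds called inactive have numbers as strong as hits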
PfHsp90 set2: growth inhibition of yeast expressing Plasmodium Hsp90; S. cerevisiae expressing PfHsp90, BacTiter-Glo ATP, 48 h; yeast lacking PDR1 and PDR3 efflux regulators; inhibition, % at 9.4 µM; 310,000 tested, 0.32% active;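 active = every replicate shows inhibition above about 80%, whatever the replicate mean, limit read from the data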;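 note: 0% = DMSO neutral controls and 100% = 20 µM radicicol positive controls; yeast relying on Plasmodium falciparum Hsp90 in place of its own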
* marks the source's active call; other numbers are inactive results; i = inactive; x = not tested or not shown. The list is partial. The share of hits here may be higher or lower than overall.

SMILES	AddAB inh	Tat export inh	phage Ecoli inh	OPRM1-OPRD1 inv	DSG3 Ab inh	OPRM1-OPRD1 ag	PKA-R1A activ	Ecoli viability	Arrestin-AP2 inh	SUMO Mot1 rescue	PfHsp90 set2
COc1ccc(CC(=O)N2CCN(C)CC2)cc1OC	1.6	-3	2.7	10	99	-1.8	-5	1.1	6	-8	16
Cc1cc(C(=O)OCC(=O)Nc2ccccc2F)c(C)n1C1CC1	x	5	1.5	-16	100	2.6	4	x	-11	x	-5
c1cc(CNCCc2ccc3c(c2)OCO3)ccn1	0.1	0	3.0	8	106	-1.8	-3	-0.5	5	1	1
CCC(NC(=O)OC(C)(C)C)C(=O)Oc1cc(C)cc2oc(=O)c3c(c12)CCC3 (stereo unspecified)	3.6	3	2.6	14	94	-2.8	-9	2.7	-5	-8	-1
O=C(c1ccc(F)c([N+](=O)[O-])c1)N1CC2CC(C1)c1cccc(=O)n1C2 (stereo unspecified)	0.5	-14	-0.3	5	98	-1.0	0	-3.2	8	4	19
CCCC(=O)OCC[N+](C)(C)C	-3.8	-8	4.4	5	113	-0.9	9	-3.4	9	-18	-12
CC(C)CCCn1c(O)c(/C=C2/C=CC=N2)c(=O)[nH]c1=O	3.7	3	-0.3	-14	x	2.7	-5	0.2	-5	-10	5
Cc1ccc(/C=C2\C(=O)NC(=O)N(Cc3ccccc3Cl)C2=O)o1	-1.6	-3	2.8	13	100	-2.5	6	-2.2	7	22	12
CCCNC(=O)N1[C@H]2CC[C@@H]1C(C(=O)OC)=C(c1ccc(OC)c(OC)c1)C2	0.5	-7	4.7	15	100	-2.6	5	-0.3	2	15	x
COC(=O)C1=C(c2ccc(C(C)=O)cc2)C[C@@H]2CC[C@H]1N2C(=O)NCc1ccc(F)cc1	-0.8	-7	2.0	21	102	-4.7	2	-2.4	-1	-10	13
CC(C)(C)NS(=O)(=O)c1ccc(OCC(=O)N2CCN(Cc3ccccc3)CC2)cc1	-0.3	-6	2.2	11	119	-2.3	-7	-3.0	28	-6	x
COc1ccc(NP(=O)(Oc2ccccc2OC)Oc2ccccc2OC)cc1	4.8	1	3.6	9	84	-1.9	-13	3.0	15	-15	-13
CC1(C)C2([N+](=O)[O-])CN3CN(C2)CC1([N+](=O)[O-])C3	-2.3	1	4.7	0	99	-0.1	-6	1.4	9	7	-5
CSc1ccc(CN2CCN(C(=O)COc3cccc(C)c3)CC2)cc1	0.8	19	3.5	4	99	-0.8	-12	-2.6	19	50	-2
COC(=O)C1=C(C(=O)OC)SC2(S1)C(C(=O)OC)=C(C(=O)OC)Sc1c2ssc1=O	x	-14	-1.0	-6	x	1.2	-4	x	31	x	117*
CN(C)c1ccc(/C=C/C=C/c2sc3ccccc3[n+]2C)cc1	0.3	-388	-1.2	17	115	-3.4	17	1.9	-9	-8	19
CC(=O)NC(Cc1ccc(N(CCCl)CCCl)cc1)C(=O)O (stereo unspecified)	1.6	4	1.6	12	97	-2.2	-7	2.4	28	0	-18
O=C1Nc2ccccc2C(c2ccccc2)=NC1O (stereo unspecified)	0.9	-6	2.2	4	x	-0.9	0	-0.2	-6	617	-18
Cc1cc(NC(=O)CCl)nn1C	0.2	-2	2.0	-469	98	91*	-9	1.9	15	-7	8
CCCCCCn1c(=O)c(C(=O)Nc2ncccc2O)c(O)c2ccccc21	1.8	4	-1.3	3	126	-0.7	-6	2.5	21	0	-5
Cc1cc(C)nc(/N=C(\N)c2c(O)[nH]c(=O)[nH]c2=O)n1	1.2	0	2.2	15	94	-3.0	1	-0.5	0	-15	x
CCCCN1C(=O)/C(=C/c2ccc(N(C)C)cc2)C(=O)N(Cc2ccco2)C1=O	1.6	-4	1.4	7	156	-1.1	-4	1.0	-7	3	-21
CC(C)(C)C(=O)O[C@H]1CC[C@@]2(C)C(=CC(=O)C3C2CC[C@]2(C)C(=O)CCC32)C1 (stereo partly specified)	-1.9	-5	3.9	4	93	-0.8	-2	0.8	7	14	6
Cc1ccc(CN2CCN(C)CC2)c(C)c1	1.7	-2	2.4	10	104	-2.4	-6	0.5	5	-8	-21
N#C/C=C/C#N	-0.5	18	2.3	19	101	-3.5	-10	0.0	28	93	-17
CCC(=NCCc1ccccc1)c1c(O)n(C)c(=O)n(C)c1=O	7.2	0	0.3	-4	97	0.8	0	0.3	-9	4	-11
CCOc1cc2c(cc1OCC)-n1cccc1C(c1ccc(OC)c(OC)c1)NC2 (stereo unspecified)	0.5	-2	0.2	9	103	-1.9	-6	-1.2	-2	-1	-30
CC1CN1P(=S)(c1ccccc1)N1CC1C (stereo unspecified)	x	2	2.1	14	105	-2.9	0	x	-3	x	x
CN1CCN(Cc2ccc(Br)s2)CC1	0.7	-2	-2.1	20	102	-3.5	-2	1.2	5	-10	18
CCOC(=O)C1(c2ccccc2)CCN(CC(=O)Nc2ccc(C)cc2)CC1	1.0	6	0.6	-81	102	15	-3	-1.5	3	-17	-13
c1ccc(CNCCc2ccc3c(c2)OCO3)nc1	-1.9	-7	-0.6	-4	98	0.6	7	-2.1	4	-9	x
NCCCP(=O)(O)CCc1ccccc1	-0.7	-3	2.8	-1	96	0.2	0	-5.2	8	-7	x
c1cc2c(cc1CN1CCNCC1)OCO2	0.2	-8	x	5	94	-0.8	-3	-0.5	-12	1	-22
O=C1NC(=O)C2(Cc3ccccc3N3CCCC32)C(=O)N1Cc1ccccc1 (stereo unspecified)	2.3	-2	2.7	10	91	-1.9	-4	2.8	-8	12	x
COc1ccc(OC)c(-n2c(O)c(C=NCc3ccc4c(c3)OCO4)c(=O)[nH]c2=O)c1	-1.0	8	2.9	5	107	-1.2	10	0.0	31	37	x
COc1ccc(OC)c(-n2c(O)c(C=Nc3c(C)n(C)n(-c4ccccc4)c3=O)c(=O)[nH]c2=S)c1	3.8	x	-1.9	x	106	x	x	-2.2	-6	-10	x
C=CCn1c(O)c(C(CC)=NCc2cc(OC)cc(OC)c2)c(=O)[nH]c1=O	0.6	-7	2.8	-1	104	0.3	14	-2.2	10	311	-2
COc1ccc(-n2c(C)nc3cc(C(=O)N4CCC5(CC4)OCCO5)ccc32)cc1	4.7	-4	0.2	4	x	-0.9	-1	-0.5	24	40	13
CN(C)C(=O)Oc1cccc(NC(=O)N2CCOCC2)c1	-1.7	-2	0.9	15	99	-3.1	-6	1.2	4	109	4
CCOC(=O)C(O)(c1ccc(N(CC)S(=O)(=O)c2ccc(C)cc2)cc1)C(F)(F)F (stereo unspecified)	2.6	4	0.4	-19	98	3.6	-3	-0.1	18	23	-5
CCOC(=O)c1cc2c(cn1)[nH]c1ccccc12	0.6	-4	3.6	0	x	0.1	-5	1.7	-1	36	-11
CN(CCOc1ccc(C=C2C(=O)NC(=O)NC2=O)cc1)c1ccccn1	2.1	-6	4.4	14	188	-2.9	-23	0.5	-6	8	-2
COc1ccc(N=Cc2c(O)n(C)c(=O)n(C)c2=O)cc1	1.2	1	1.4	7	112	-1.4	-5	-2.2	16	-10	12
COC(=O)C1=C(c2ccccc2OCc2ccccc2)C[C@@H]2CC[C@H]1N2C(=O)NCCCOC(C)C	0.3	13	-0.2	-12	102	2.0	1	0.0	7	-4	7
CCOCN(C(=O)CCl)c1c(C)cccc1CC	1.9	5	3.6	15	102	-2.8	1	0.9	-8	-1	x
CCC1(C)CN(S(=O)(=O)OCC(Cl)(Cl)Cl)C(=O)N1 (stereo unspecified)	-3.0	0	1.8	6	99	-1.0	-7	0.2	-14	-10	-7
CCC1CN1P(=S)(N1CC1CC)N1CC1CC (stereo unspecified)	x	-12	0.8	0	93	0.0	-4	x	4	x	7
COP(=O)(OC)C1(O)C(=O)Nc2ccc(Br)cc21 (stereo unspecified)	1.0	2	2.7	15	86	-3.0	-10	1.3	19	-7	13
O=c1[nH]c(=O)n(-c2ccccc2)c(O)c1/C=C1/C(c2ccccc2)=Nc2ccccc21	-0.8	2	4.2	-12	90	2.4	4	1.3	16	46	-69
Cc1nc2cc(F)ccc2n1C1CCN(Cc2nnnn2CCc2ccccc2)CC1	-1.1	-7	-1.7	x	106	x	-3	-1.8	18	10	x
(more compounds)
SMILES	AddAB inh	Tat export inh	phage Ecoli inh	OPRM1-OPRD1 inv	DSG3 Ab inh	OPRM1-OPRD1 ag	PKA-R1A activ	Ecoli viability	Arrestin-AP2 inh	SUMO Mot1 rescue	PfHsp90 set2
O=C1CCN(C(=O)CCCn2c(=O)oc3ccccc32)CC1	0.4	0	4.0	1	116	-0.3	-20	1.8	-11	18	-5
O=C1NC(=O)C(=Cc2csc3ccccc23)C(=O)N1	-0.4	5	1.7	-4	107	0.9	-3	-1.6	11	19	2
CCN1CCN(C(c2cccs2)C(C)NC(=O)Oc2ccccc2)CC1 (stereo unspecified)	3.5	-2	1.4	4	99	-0.8	-7	0.3	-4	19	22
CCOc1ccccc1Oc1coc2cc(OC(=O)N(C)C)ccc2c1=O	0.2	6	2.8	5	102	-1.0	-7	-1.9	21	-17	-34
NP(=O)(OCCCc1ccccc1)Oc1ccccc1 (stereo unspecified)	0.0	-3	-1.0	10	105	-2.2	2	0.2	-3	-7	18
CCCCCn1c(=O)c(C(=O)Nc2cc(C)ccn2)c(O)c2ccccc21	1.2	-7	1.0	12	117	-2.2	-6	-0.9	-15	-20	-7
CCOC(=O)CCN=Cc1c(O)n(-c2ccc(Br)cc2)c(=O)[nH]c1=O	-0.8	-1	1.4	4	100	-0.7	-2	0.7	5	1	32
c1ccc2c(c1)-c1cccc3cccc-2c13	i	3	i	-14	96	2.8	i	-1.0	-4	8	2
COc1cc(C2c3cc4c(cc3CC3COC(=O)C32)OCO4)cc(OC)c1OC (stereo unspecified)	1.8	-4	1.2	16	106	-3.0	-15	0.6	24	x	11
CN1CCN(c2c(C#N)c(C(F)(F)F)nn2C)CC1	3.6	-4	2.1	5	95	-0.9	-3	2.4	-1	-14	10
CC(=Nc1ccccc1N)c1c(O)n(C)c(=O)n(C)c1=O	3.5	-1	-0.9	11	102	-2.2	14	0.5	7	-8	-9
COc1ccc(-n2c(SCCN(C)C)nc3ccccc3c2=O)cc1	0.4	1	2.2	14	111	-2.6	-5	-0.3	5	-14	-9
CCOc1ccc(-n2c(O)c(C=NCCCn3ccnc3)c(=O)[nH]c2=O)cc1	1.6	7	1.5	2	105	-0.3	-12	0.2	-1	271	-7
CC=C(CC)C1(CCC)C(=O)NC(=S)NC1=O	x	-8	1.8	16	104	-3.7	9	x	-4	x	-8
